TLR9-MyD88 inh: TLR9-MyD88 interaction inhibition; AID 504734; inhibition, % at 4.98 µM; actives 0.21% (n = 340,000); CHO BLA complementation TLR9-MyD88, CCF4 FRET ratio;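 active = inhibition above the mean over all tested compounds plus 3 SD, cut at about 21% in these data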;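 also: 0% = DMSO only wells and 100% = clavulanate BLA inhibitor control wells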
ABHD5-PLIN5 inh: inhibitors of human ABHD5-perilipin-5 interaction. Q00G26+Q8WTS1. Split G. princeps luciferase complementation, luminescence, 4 h. inhibition, % at 4 µM. actives 0.78% (n = 360,000);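 active = inhibition above the mean inhibition across every tested compound plus 3 SD, cut at about 22% in these data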;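 also: 0% = DMSO only wells and the 100% control is not disclosed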
Target sequence (Q00G26 whole entry, looked up): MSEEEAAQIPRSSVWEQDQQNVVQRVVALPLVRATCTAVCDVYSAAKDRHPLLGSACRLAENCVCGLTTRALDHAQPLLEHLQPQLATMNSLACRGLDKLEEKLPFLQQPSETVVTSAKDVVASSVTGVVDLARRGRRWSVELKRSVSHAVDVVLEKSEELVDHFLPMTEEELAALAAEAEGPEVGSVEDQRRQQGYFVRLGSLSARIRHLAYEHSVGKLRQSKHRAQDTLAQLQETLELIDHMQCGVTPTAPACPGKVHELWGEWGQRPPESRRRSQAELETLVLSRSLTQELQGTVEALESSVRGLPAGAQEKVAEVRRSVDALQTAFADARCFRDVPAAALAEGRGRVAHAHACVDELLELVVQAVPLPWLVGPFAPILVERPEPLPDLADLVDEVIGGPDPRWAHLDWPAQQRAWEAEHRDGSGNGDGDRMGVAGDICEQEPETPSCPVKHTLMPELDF
Target sequence (Q8WTS1 whole entry, looked up): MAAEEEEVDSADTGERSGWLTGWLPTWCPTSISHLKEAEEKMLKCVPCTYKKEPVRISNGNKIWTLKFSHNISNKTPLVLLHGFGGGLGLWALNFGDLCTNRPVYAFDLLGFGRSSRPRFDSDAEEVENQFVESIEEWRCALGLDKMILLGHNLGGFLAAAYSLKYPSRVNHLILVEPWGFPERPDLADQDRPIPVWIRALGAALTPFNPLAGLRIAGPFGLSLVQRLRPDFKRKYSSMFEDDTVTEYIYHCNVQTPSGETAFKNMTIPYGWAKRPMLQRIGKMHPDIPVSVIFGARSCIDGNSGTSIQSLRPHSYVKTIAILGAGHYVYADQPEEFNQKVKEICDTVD
NOD2-RIPK2 inh: NOD2-RIPK2 protein interaction inhibition; O43353; CHO BLA complementation NOD2-RIPK2, CCF4 ratio; inhibition, % at 4.98 µM; actives 0.38% (n = 360,000); in the data active = inhibition above about 21%;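 also: 0% = vehicle only and 100% = reference blocker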
Granule exo inh: lytic granule exocytosis inhibition; TALL-104 LAMP-1 surface exposure, flow cytometry; cells stimulated with thapsigargin and PMA; inhibition, % at 10 µM; actives 0.66% (n = 360,000); AID 651702;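 active = inhibition above about 55%, limit read from the data; inconclusive = no clear call, values can overlap the other calls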
MC4R barr agon: agonists of human melanocortin 4 receptor (MC4R) beta-arrestin | activation, % at 8.9 µM | P32245 | actives 0.98% (n = 360,000) | U2OS MC4R beta-arrestin complementation, luminescence; percent of melanotan II response, DMSO zero;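 active = activation above a per-plate cutoff, the mean activation of sample wells on that plate plus 3 SD, cut at about 8% in these data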
Glyco luc inh: N-linked glycosylation inhibition. D54 ERlucT glycosylation luciferase reporter, 24 h; percent of 100 nM tunicamycin response. reporter increase, % at 12.5 µM. actives 0.23% (n = 360,000);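 active = mean luciferase reporter signal, scaled so untreated is 0 and the glycosylation-blocking control 100, at or above a set limit in every replicate; inconclusive = mean reaches the limit but not every replicate does; inactive = mean below the limit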;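 also: luciferase carries N-glycosylation sites so blocking glycosylation raises the light; 0% = median of neutral control wells and 100% = median of 100 nM tunicamycin wells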
ABCB6 inh 2: inhibitors of human ABC transporter ABCB6; actives 0.19% (n = 360,000); fluorescence ratio to DMSO, % at 10 µM; K562-ABCB6 porphyrin accumulation, flow cytometry, 1 h; hits give low values; Q9NP58;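 active = fluorescence ratio to DMSO below 75%, the collection mean minus 3 SD; inconclusive = too few cells collected in the well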;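 also: signal is porphyrin accumulated inside mitochondria; 100% equals median channel fluorescence of DMSO control wells; lower ratio means ABCB6 inhibition with less porphyrin fluorescence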
Vif imaging: HIV Vif inhibition; HEK293T cells, Vif self-association by quenched fluorescence, imaging, 24 h; inhibition, % at 7.49 µM; actives 0.35% (n = 340,000); in the data active = inhibition above about 50%, passing the limit was not always enough; inconclusive = no clear call, values can overlap the other calls; inactive = below about 31%; also: some results filed as inactive read as strong as hits
aDG glyco up: increases alpha dystroglycan glycosylation | Pro5-aDG cells, alpha-DG glycosylation AlphaScreen (IIH6); 0% Pro5, 100% B10-LARGE cell signal | activation, % at 10 µM | actives 0.22% (n = 360,000) | AID 624168;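 active = activation of at least 8% versus controls, or a plate z-score of at least 8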;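 also: Pro5 are CHO cells carrying HIG-tagged alpha-DG that lacks glycosylation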
MC4R antag cAMP: human MC4R antagonism in cAMP assay; actives 0.48% (n = 360,000); inhibition, % at 6.5 µM; MC4R-expressing cells, MTII-stimulated cAMP, LANCE TR-FRET; P32245;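 active = inhibition above its plate's cutoff, the mean of tested wells on that plate plus 3 SD, cut at about 29% in these data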;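 also: 0% = Melanotan II alone and 100% = Melanotan II plus saturating MCL0020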
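System: U2OS cells stably expressing human melanocortin 4 receptor (MC4R). Reagent: Melanotan II challenge after compound preincubation. Doses: 6.5 µM. Times: 30-min compound, 1-h challenge, 1-h detection, room temperature. Measured by: TR-FRET with Eu-cAMP and labeled anti-cAMP, 671 nm. Replicates: singlicate.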
Active calls of the source: *; ? = inconclusive; . = not tested or not shown. Only part of the results is shown; count on the stated rates, not on these rows.

SMILES	TLR9-MyD88 inh	ABHD5-PLIN5 inh	NOD2-RIPK2 inh	Granule exo inh	MC4R barr agon	Glyco luc inh	ABCB6 inh 2	Vif imaging	aDG glyco up	MC4R antag cAMP
COc1cc2c(cc1OC)CN(S(=O)(=O)c1cccc(F)c1)CC2	1	-1	4	-11	-1.0	-1	109	-16	-0.2	7
COc1ccc(C)cc1NC(=O)CN(c1ccccc1F)S(C)(=O)=O	-10	12	2	9	0.5	0	92	-3	0.5	1
CCn1c(CNC(=O)c2ccccc2)nc2ccccc21	2	2	13	-2	0.2	0	103	1	0.1	4
O=C(NCc1ccc(Cl)cc1)c1csc(-c2cccnc2)n1	0	4	-13	-3	0.3	-5	102	-4	0.0	4
Cc1ccc(-c2nc(C#N)c(N3CCC(C(N)=O)CC3)o2)cc1	2	6	1	-7	-0.1	5	102	-7	-0.1	-1
O=C(O)c1cc(N2CCCCC2)nc2ccccc12	.	6	0	-4	-1.1	1	98	11	0.5	-1
O=S(=O)(Nc1cc(Cl)ccc1N1CCCCC1)c1cccs1	-4	-2	-8	10	0.6	-4	94	43	0.6	4
CCCC(C(=O)NCCC(C)C)N(Cc1ccccc1Cl)C(=O)c1snc(C(N)=O)c1N (configuration not stated)	3	4	-68	5	-2.0	-3	98	23	0.1	2
O=C(CSc1nnc(-c2ccccc2)o1)Oc1ccc(Br)cc1	-15	3	4	-1	5.9	3	93	-6	0.1	-2
Cn1c(C(=O)N2CCN(Cc3ccc4c(c3)OCO4)CC2)cc2c(=O)n(C)c3ccccc3c21	-4	3	4	3	-1.5	5	100	0	-0.2	10
CCC(C)c1ccccc1N1CC(C(=O)NCCc2ccc(OC)c(OC)c2)CC1=O (configuration not stated)	6	6	0	0	0.3	-2	102	-3	0.1	16
C=CCOC(=O)Nc1c(C(=O)OC)[nH]c2ccc(Cl)cc12	-3	-2	2	2	-1.1	-1	107	5	0.6	-11
O=C(Nc1ccc(Br)cc1)c1ccc2c(c1)OCO2	-2	-7	-3	-4	0.4	-13	99	2	0.1	-5
COc1ccc(-c2[nH]c(-c3ccc4c(c3)OCO4)nc2-c2ccccc2)cc1	-1	-4	-10	7	0.1	.	87	.	1.6	-2
COc1ccc(C(C(=O)NC(C)(C)C)N(C(=O)CCC(=O)Nc2cc(C)on2)c2cc(C)cc(C)c2)cc1 (configuration not stated)	5	-9	0	7	-1.1	-1	95	36	-0.1	1
CCc1ccccc1NCC(=O)Nc1ccccc1C(=O)OC	2	0	8	2	0.9	0	99	-21	0.9	13
O=c1c2c(nc3n1CCCCC3)-c1ccccc1CC21CCCCC1	3	-6	-4	2	-1.3	-2	105	3	-0.1	8
CCCCn1c(N)c(N(CC)C(=O)CSCc2c(C)noc2C)c(=O)[nH]c1=O	0	0	-3	1	-0.9	-1	100	.	-0.3	-2
Cc1ncsc1C(=O)N1N=C2/C(=C/c3ccccc3)CCCC2C1c1ccccc1 (configuration not stated)	-5	1	3	5	2.8	-5	103	.	0.2	7
OCC(CO)(CO)NCC(O)CN1c2ccccc2Sc2ccccc21 (configuration not stated)	4	13	-13	-6	-1.0	-2	95	-4	0.0	14
CC1Cc2ccccc2N1S(=O)(=O)c1cccc(C(=O)OCC(=O)NC2CCS(=O)(=O)C2)c1 (configuration not stated)	-6	-6	-4	-4	0.3	1	102	-3	-0.3	3
Clc1ccc(OCCSCc2nc3ccccc3[nH]2)cc1	9	-1	4	0	-1.9	-2	117	-5	0.9	2
O=C(Nc1ccccc1)c1ccco1	-7	0	-1	1	-1.6	0	96	-3	0.0	-2
CCCCc1noc(-c2c(-c3ccccc3Cl)noc2C)n1	4	-2	0	-3	2.2	-4	97	-4	0.5	10
CCOC(=O)C(Oc1ccc(=O)n(-c2ccccc2)n1)C(C)=O (configuration not stated)	9	2	-8	-4	1.7	1	107	7	-0.1	0

Three compounds out of the list above, arranged by the value under Vif imaging, high to low:
SMILES	TLR9-MyD88 inh	ABHD5-PLIN5 inh	NOD2-RIPK2 inh	Granule exo inh	MC4R barr agon	Glyco luc inh	ABCB6 inh 2	Vif imaging	aDG glyco up	MC4R antag cAMP
C=CCOC(=O)Nc1c(C(=O)OC)[nH]c2ccc(Cl)cc12	-3	-2	2	2	-1.1	-1	107	5	0.6	-11
CCC(C)c1ccccc1N1CC(C(=O)NCCc2ccc(OC)c(OC)c2)CC1=O (configuration not stated)	6	6	0	0	0.3	-2	102	-3	0.1	16
O=C(NCc1ccc(Cl)cc1)c1csc(-c2cccnc2)n1	0	4	-13	-3	0.3	-5	102	-4	0.0	4

Other compounds:
SMILES	TLR9-MyD88 inh	ABHD5-PLIN5 inh	NOD2-RIPK2 inh	Granule exo inh	MC4R barr agon	Glyco luc inh	ABCB6 inh 2	Vif imaging	aDG glyco up	MC4R antag cAMP
COc1ccc(CN(C)C(=O)c2cccc(NS(=O)(=O)c3ccccc3)c2)cc1F	-3	8	5	34	0.5	-1	103	-6	0.1	-5
COc1ccc(N2CCN(Cc3nc4ccsc4c(=O)[nH]3)CC2)cc1	2	-1	-20	2	-2.1	0	93	2	0.0	-1
CCN1CCN(c2c(/C=C3\SC(=S)N(Cc4ccco4)C3=O)c(C)c(C#N)c(=O)n2C)CC1	0	20	-4	19	-2.5	-4	168	8	0.2	3
CC(=O)c1sc(C(C)(C)C)cc1NC(=O)CCC(=O)O	-2	-3	14	-2	-0.8	2	98	?	0.0	16
CC(C)C(=O)Nc1c(-c2ccccc2Cl)c(=O)c2ccccc2n1C	3	-11	2	-11	2.5	1	110	-1	0.0	23
CC1(C)C2CCC1(C)C(SC(=N)N)C2 (configuration not stated)	-3	-10	-6	0	-3.2	-1	133	1	1.9	3
COc1cc(C(=O)O)cc(NC(=O)c2cccs2)c1OC	-15	5	-1	-4	-0.6	3	98	-2	-0.2	-3
CCN(CC(=O)Nc1ccc2c(c1)OCCO2)CC(=O)Nc1ccc(C)c([N+](=O)[O-])c1	-6	5	-11	-3	-0.3	2	105	4	0.3	2
CC(=O)c1ccc(NC(=S)N(Cc2ccccc2)C(C)C2CC2)cc1 (configuration not stated)	-5	-5	-7	17	-1.6	-2	100	-2	-0.1	6
COc1ccc(-n2c(N)c(C(=O)NCc3ccco3)c3nc4ccccc4nc32)cc1	2	33*	-1	-2	-1.1	-5	97	-1	0.4	-7
CCOC(=O)CC1COCCN1C(=O)c1cc(COc2ccc(F)cc2Cl)on1 (configuration not stated)	-5	-7	1	16	-1.0	0	99	-9	-0.1	-3
COCCNC(=O)CCCn1c(=O)c2cc(OC)c(OC)cc2n(CC(=O)c2ccccc2)c1=O	1	0	-5	-4	-1.8	-2	99	9	-0.1	18
COc1ccc(NC(=O)CSc2n[nH]c(-c3ccncc3)n2)c([N+](=O)[O-])c1	2	-1	2	-4	-3.5	-1	100	7	0.3	2
O=C(CCN1CCCCCC1)Nc1ccc(F)c(F)c1	-6	-3	0	-6	-1.5	1	96	8	0.0	-5
COc1ccc(-c2ccc([C@H]3[C@H]4C=CC[C@@H](C)[C@@H]4C(=O)N3Cc3ccccc3)c(F)c2)cc1C	-1	0	-9	-12	-1.8	-8	96	-1	0.3	-1
Cc1ccc(S(=O)(=O)c2nc(S(C)(=O)=O)sc2NCC2CCCO2)cc1 (configuration not stated)	-3	1	-15	2	0.8	0	106	13	-0.1	-3
COc1ccc(-c2cn3cccnc3n2)cc1NS(=O)(=O)c1ccccc1	-12	-2	-8	-3	-1.5	4	100	1	-0.3	2
CCn1c(NCc2ccc(N(C)C)cc2)nc2ccccc21	8	15	-1	-1	-0.3	-2	98	.	0.0	0
CC1=NN(c2ccccc2)C(=O)/C1=C\C=C1\N(C)c2ccccc2C1(C)C	2	11	-1	-2	-2.6	0	100	-2	0.1	0
COc1ccc(C2=NS(=O)(=O)N(C)C(C(=O)NCc3ccc(F)cc3)=C2)cc1OC	7	0	-1	-3	-1.5	-1	94	7	-0.2	-2
C[C@]12C(=O)N(c3ccccc3)C(=O)N1[C@H]1c3ccccc3OC[C@@H]1[C@H]2c1ccccc1	-6	-14	-3	-4	2.0	-10	98	-10	0.5	1
CN(C)/C=C/c1oc2ccc(O)cc2c1[N+](=O)[O-]	11	16	-8	0	-7.4	0	95	1	0.0	-53
COc1cccc(OCC(O)CNC(=O)c2oc3ccc(C)cc3c2C)c1 (configuration not stated)	-5	-3	-6	4	2.3	2	95	-5	-0.1	8
COCCNC(=S)N1CCN(S(=O)(=O)c2ccc(Cl)s2)CC1	5	0	1	2	1.1	0	99	-1	0.0	5
Nc1ncnc2c1ncn2[C@@H]1O[C@H](CO)C[C@H]1O	0	1	1	-2	-1.3	5	131	56*	0.1	10
SMILES	TLR9-MyD88 inh	ABHD5-PLIN5 inh	NOD2-RIPK2 inh	Granule exo inh	MC4R barr agon	Glyco luc inh	ABCB6 inh 2	Vif imaging	aDG glyco up	MC4R antag cAMP
CN1CCN(c2ccc(CNS(=O)(=O)c3cccc(F)c3)cc2)CC1	-3	-3	15	0	-2.9	3	100	1	-0.1	-3
O=S(=O)(c1ccc(Oc2ccc(-c3nnco3)cc2)nc1)N1CCC(Cc2ccccc2)CC1	-12	5	4	2	1.1	-3	98	0	0.1	5
Cc1ccc(C(=O)Oc2ccc(Br)cc2C(=S)N2CCOCC2)cc1	-1	-5	-12	15	-1.2	0	98	15	0.1	6
CSc1ccccc1OCc1cc(C(=O)N(C)Cc2ccncn2)no1	-4	-7	5	3	-5.2	0	98	3	-0.3	0
CC[C@@H](C)[C@@H](C(=O)N1CCN(C(=O)OC(C)(C)C)CC1)n1cc(CCCN=C(NC(=O)OC(C)(C)C)NC(=O)OC(C)(C)C)nn1	-1	2	-7	0	0.3	-3	92	-2	0.6	1
O=C(NCC1CCCO1)C1CCN(C2CCN(C(=O)C3CCCCC3)CC2)CC1 (configuration not stated)	-9	-2	-5	2	-0.1	3	101	2	0.0	7
Cc1ccc(CNS(=O)(=O)c2ccc3c(c2)n(C)c(=O)n3C)cc1	-8	2	1	6	-1.9	3	96	-8	0.2	13
COc1cc2c(cc1OC)C(CNC(=O)C=Cc1ccccc1)C2 (configuration not stated)	4	-8	-1	1	-0.1	1	95	-2	0.1	-6
COC(=O)c1cc(NS(=O)(=O)c2ccc(C(C)C)cc2)ccc1N1CCOCC1	-13	2	-9	-2	0.1	-4	97	-5	0.4	24
CCc1nc(N2CCN(C(C)=O)CC2)c2c3c(sc2n1)CC(C(C)(C)C)CC3 (configuration not stated)	2	-4	7	12	2.1	-8	101	-19	-0.1	17
CCOc1ccccc1C(=O)N[C@H](C(=O)Nc1cc(S(=O)(=O)N(C)C)ccc1OC)C(C)C	5	2	-22	1	-2.6	0	94	-9	-0.2	8
C/C(=N\NC(=O)CSc1nc2nc(C)cc(C)n2n1)c1ccccc1	-8	0	-8	-1	-1.9	1	97	21	-0.1	-2
CN(C)c1ccc(C(=O)c2ccccc2C(=O)O)c(O)c1	-1	-3	3	4	-1.4	1	93	-3	-0.1	8
COC(=O)c1sc(S(=O)(=O)N2CCC(C(=O)O)CC2)c(C(=O)OC)c1C	-4	8	-1	-2	-0.4	2	101	-1	-0.1	-4
COc1ccc2[nH]c(=O)c(CN(C(=O)c3cccnc3)c3cccc(C)c3)cc2c1	4	0	-1	0	-0.8	0	92	0	0.0	8
